Screening data from PubChem BioAssay.
TRPML3 agonist: agonists of human TRPML3 channel; hit rate 0.29% among 220,000; activation, % at 3 µM; HEK293 TRPML3-YFP, Fluo-8 calcium fluorescence; 100% = the carbachol control signal; Q8TDD5;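 active = activation above its plate's cutoff, the mean activation of the plate's test wells plus 3 SD, cut at about 12% in these data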;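 note: 0% = DMSO only wells and 100% = carbachol wells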
Target sequence (Q8TDD5 whole entry, looked up): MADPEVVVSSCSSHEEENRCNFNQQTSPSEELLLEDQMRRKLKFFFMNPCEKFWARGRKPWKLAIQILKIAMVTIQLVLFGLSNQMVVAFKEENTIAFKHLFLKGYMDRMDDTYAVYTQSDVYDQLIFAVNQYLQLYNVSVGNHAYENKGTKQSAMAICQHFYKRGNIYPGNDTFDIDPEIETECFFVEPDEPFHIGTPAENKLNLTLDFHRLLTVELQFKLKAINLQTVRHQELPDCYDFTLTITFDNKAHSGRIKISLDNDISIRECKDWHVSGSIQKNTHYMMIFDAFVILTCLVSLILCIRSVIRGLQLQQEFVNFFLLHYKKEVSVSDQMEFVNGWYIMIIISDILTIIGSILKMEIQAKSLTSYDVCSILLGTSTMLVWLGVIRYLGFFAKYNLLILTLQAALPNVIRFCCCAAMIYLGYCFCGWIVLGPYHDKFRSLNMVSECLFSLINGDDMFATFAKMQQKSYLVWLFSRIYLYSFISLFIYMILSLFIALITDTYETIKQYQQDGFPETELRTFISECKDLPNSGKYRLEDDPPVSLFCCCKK
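Test system: HEK293 cells stably carrying human TRPML3-YFP; Doses: single dose, 3 µM final nominal compound, 0.3% DMSO final; Schedule: dye loading 1 h 37 °C then 30 min ambient, 125 s read; Technique: Fluo-8 calcium fluorescence; Benchmarks: high control carbachol 87 µM, low control DMSO.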
S1P4 antag: human S1P4 receptor antagonism | O95977 | S1P4-expressing cells, antagonist mode, reporter read-out | inhibition, % at 4.98 µM | hit rate 0.26% among 220,000; in the data active = inhibition above about 29%;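 note: 0% = wells stimulated with agonist and 100% = vehicle wells without agonist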
NPY2 pot ag: human NPY-Y2 potentiation or agonism, primary screen. cells expressing NPY-Y2, potentiator/agonist read-out. activation, % at 3.6 µM. hit rate 0.45% among 220,000; in the data active = activation above about 27%;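 note: cells stimulated with NPY near EC25 plus isoproterenol at EC100; 0% = vehicle plus submaximal agonist and 100% = vehicle plus saturating agonist; some results beyond the cut were filed as inactive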
S1P4 agonist: human S1P4 receptor agonism; O95977; S1P4-expressing cell line, agonist reporter assay; activation, % at 4.98 µM; hit rate 0.35% among 220,000; in the data active = activation above about 11%;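 note: 0% = DMSO vehicle and 100% = reference agonist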
zfTRPN1 agonist: activates the zebrafish TRPN1 channel. HEK293 zebrafish TRPN1-YFP, Fluo-8 calcium fluorescence; 100% = response to 87 µM carbachol. activation, % at 3 µM. hit rate 0.18% among 220,000. AID 1424;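 active = activation above its plate's cutoff, the mean activation of test wells on that plate plus 3 SD, cut at about 19% in these data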;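 note: 0% = DMSO alone and 100% = 87 µM carbachol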
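System: zebrafish TRPN1-YFP in HEK293 cells / Dosing: 3 µM single point / Timing: dye loading 1 h at 37 °C, then 30 min room temperature / Signal: Fluo-8 calcium fluorescence, excitation 470-495 nm, emission 515-575 nm / Read-out basis: percent activation from peak over basal fluorescence ratio, control-normalized / Control set: high carbachol 87 µM, low DMSO alone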
EP2 modulator: modulators of human EP2 prostaglandin E2 receptor; P43116; EP2-expressing cells, cAMP HTRF FRET, PGE2 co-stimulation; induction, % at 25 µM; hit rate 0.83% among 260,000; AID 940;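 active = compounds whose cAMP rise, as percent of the full-agonist control response, exceeds 60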;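 note: rat C6 glioma line stably carrying human EP2 under a CMV promoter; the protocol text gives 20 µM as final concentration; 100% = response of wells given 1 µM PGE2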
NPY1 pot ag: human NPY-Y1 potentiation or agonism, primary screen; hit rate 0.37% among 220,000; NPY-Y1 expressing cells, potentiator/agonist activation; activation, % at 3.6 µM; in the data active = activation above about 33%, passing the limit was not always enough;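 note: cells stimulated with NPY at EC10 then isoproterenol at EC100; 0% = low agonist plus stimulus and 100% = saturating agonist plus stimulus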
Target sequence (P25929 whole entry, looked up): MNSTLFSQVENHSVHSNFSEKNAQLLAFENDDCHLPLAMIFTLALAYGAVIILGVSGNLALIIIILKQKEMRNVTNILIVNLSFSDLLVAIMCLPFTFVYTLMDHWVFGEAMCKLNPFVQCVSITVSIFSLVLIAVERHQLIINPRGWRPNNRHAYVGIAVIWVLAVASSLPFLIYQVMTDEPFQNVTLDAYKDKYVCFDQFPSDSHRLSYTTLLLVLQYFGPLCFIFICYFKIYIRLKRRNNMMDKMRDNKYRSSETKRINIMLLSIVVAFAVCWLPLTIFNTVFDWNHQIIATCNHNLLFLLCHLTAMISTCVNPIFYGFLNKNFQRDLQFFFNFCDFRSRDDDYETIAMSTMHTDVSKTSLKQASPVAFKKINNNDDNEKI
NPY-Y1 antag: NPY-Y1 (human) receptor antagonism; HEK293-CNG Y1 cells, membrane potential fluorescence; NPY at EC95, then isoproterenol; AID 1040; hit rate 1% among 200,000; inhibition, % at 3.6 µM; P25929;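 active = inhibition above the campaign mean inhibition of all tested compounds plus 3 SD, cut at about 20% in these data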;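 note: 0% = DMSO wells given NPY plus isoproterenol and 100% = isoproterenol alone without NPY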
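System: HEK293 cells with Y1 receptor plus CNG channel / Probe or stimulus: NPY 25 nM then isoproterenol 1 µM plus Ro 20-1724 25 µM / Compound: one concentration, 3.6 µM, in 0.4% DMSO / Schedule: compound incubation 1 h at room temperature, readout 45 min post-stimulation / Measured by: membrane potential fluorescence / Read-out: % inhibition of NPY effect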
CHOP inh: CHOP inhibition in unfolded protein response. CHO-K1 CHOP-promoter luciferase, tunicamycin-induced, 15-18 h. inhibition, % at 10 µM. AID 2732. hit rate 3.8% among 220,000;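 active = compounds that reduced the stress-induced luciferase reporter signal by more than about 70% of percent inhibition, limit read from the data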;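 note: 0% = tunicamycin plus vehicle and 100% = wells without tunicamycin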
* hit, by the source's call; nt = no result given; & = joins results of further samples.

smiles	TRPML3 agonist	S1P4 antag	NPY2 pot ag	S1P4 agonist	zfTRPN1 agonist	EP2 modulator	NPY1 pot ag	NPY-Y1 antag	CHOP inh
COCCNC(=S)N1CCN(c2nc3ccccc3s2)CC1	1.1	-16	2	1.6	2.1	-41	14	1	7
COc1cccc(-n2c(SCC(=O)Nc3nc4ccccc4s3)nc3ccccc3c2=O)c1	1.2	-26	28	1.8	0.3	22	12	nt	40
CCC(=O)N1CCCc2cc(S(=O)(=O)N3CCN(c4ncccn4)CC3)ccc21	0.3	-7	-1	1.1	0.6	-35	5	4	32
Cc1cc(C(=O)CSc2ccc(F)cc2)cc(C)c1OC(=S)N(C)C	-0.1	-14	17	3.2	-1.4	11	3	-4	10
O=c1[nH]cnc2[nH]ncc12	0.9	-7	6	0.3	0.6	23&-7&19	14	3	14&9
CCCC(c1nnnn1Cc1ccc(F)cc1)N1CCN(CC)CC1 (stereo not given)	0.7	-9	3	0.8	-0.8	15	4	-4	-4
NC(=O)c1ccccc1NC(=O)Nc1cccc2ccccc12	-0.2	-3	9	-0.5	-0.7	-8	-18	-4	38
CCOC(=O)/C(C(=O)Nc1ccc(Br)cc1)=C1/NC(C)(C)Cc2ccccc21	0.6	-8	-2	1.3	1.7	-5	-8	1	2
CCOC(=O)c1c(-c2ccccc2)csc1NC(=O)CSc1nc(N)cc(N)n1	0.6	-9	1	-1.1	0.3	14&30	0	-1	30
COC(=O)c1sc(N)c(C(=O)OC)c1CSc1nnc(-c2ccccc2Cl)n1C	0.1	0	1	-2.5	-0.2	16	-18	-4	8
O=[N+]([O-])c1ccc(-c2cn(-c3ccccc3)c(=S)[nH]2)cc1	0.2	-14	2	-0.5	-1.0	-4	-24	-4	-4
CC(NCCOCCOc1ccccc1)c1ccccc1 (stereo not given)	0.7	-7	-3	-0.7	1.1	-2	-18	3	17
CCOC(=O)c1c(-c2cccc([N+](=O)[O-])c2)cn2ccccc12	0.6	1	-9	2.3	-0.4	53	-15	4	28
Cn1c(C(F)(F)F)nc2c(=O)oc3ccccc3c21	0.3	0	4	-0.8	-0.4	27	-14	-3	31
COc1ccc(-c2cc(=NC(CC(C)C)C(=O)O)c3cc(C)ccc3o2)cc1 (stereo not given)	-0.7	-9	13	-0.4	0.6	5	22	2	-9

Grouped by structure, those above with a nitro group on carbon.
smiles	TRPML3 agonist	S1P4 antag	NPY2 pot ag	S1P4 agonist	zfTRPN1 agonist	EP2 modulator	NPY1 pot ag	NPY-Y1 antag	CHOP inh
O=[N+]([O-])c1ccc(-c2cn(-c3ccccc3)c(=S)[nH]2)cc1	0.2	-14	2	-0.5	-1.0	-4	-24	-4	-4
CCOC(=O)c1c(-c2cccc([N+](=O)[O-])c2)cn2ccccc12	0.6	1	-9	2.3	-0.4	53	-15	4	28

The main list resumes, repeating the five entries before the break.
smiles	TRPML3 agonist	S1P4 antag	NPY2 pot ag	S1P4 agonist	zfTRPN1 agonist	EP2 modulator	NPY1 pot ag	NPY-Y1 antag	CHOP inh
O=[N+]([O-])c1ccc(-c2cn(-c3ccccc3)c(=S)[nH]2)cc1	0.2	-14	2	-0.5	-1.0	-4	-24	-4	-4
CC(NCCOCCOc1ccccc1)c1ccccc1 (stereo not given)	0.7	-7	-3	-0.7	1.1	-2	-18	3	17
CCOC(=O)c1c(-c2cccc([N+](=O)[O-])c2)cn2ccccc12	0.6	1	-9	2.3	-0.4	53	-15	4	28
Cn1c(C(F)(F)F)nc2c(=O)oc3ccccc3c21	0.3	0	4	-0.8	-0.4	27	-14	-3	31
COc1ccc(-c2cc(=NC(CC(C)C)C(=O)O)c3cc(C)ccc3o2)cc1 (stereo not given)	-0.7	-9	13	-0.4	0.6	5	22	2	-9
Cc1nc(CCNC(=O)CC2C(=O)NCCN2Cc2ccoc2)nc2c1CCCC2 (stereo not given)	1.0	6	-8	0.0	1.4	-5	-12	8	22
Cc1ccc(NC(=O)CCC(=O)NNC(=O)c2cccs2)c(C)c1	-1.3	-7	-5	0.5	0.3	5	21	0	-4
CCc1ccc2nc(N)sc2c1	-0.7	-7	12	1.4	-2.2	8	19	3	7
C=CCOc1cccc(CNn2nnnc2N)c1	-0.2	0	1	1.1	0.3	-9	14	3	-20
CCOC(=O)N1CCC(N(CCOC)C(=O)Nc2ccc(C)c(C)c2)CC1	-0.3	-8	4	-2.9	1.7	12	-5	6	8
N#Cc1c(-c2ccccc2)ccn(Cc2cccc(Cl)c2)c1=O	0.1	-8	-8	-0.8	1.1	-23	-10	4	16
Cn1c(CN2CCOCC2)nc2cc(NC(=O)c3ccccc3Cl)ccc21	0.4	-20	7	1.4	0.2	19	-20	1	37
COc1ccc(C(=O)NC(=S)Nc2ccc(N3CCCC3)cc2)cc1OC	0.9	-21	6	1.4	-0.3	-39	4	10	-12
COCCn1cnnc1SCC(=O)Nc1cccc(S(=O)(=O)N(C)c2ccccc2)c1	0.3	-19	5	1.3	0.5	22	-11	3	10
COc1ccc(CCNC(=O)c2ccc(CNS(=O)(=O)c3ccc(C(C)(C)C)cc3)cc2)cc1OC	-0.6	-13	-9	1.6	1.3	-4	-12	0	27
O=C(Nc1nnc(COc2ccc(Cl)cc2)s1)C1CCCO1 (stereo not given)	0.0	3	-12	-1.5	-0.8	7	-5	2	24
CCOC(=O)c1sc(NC(=O)CSc2nc3c(c(-c4ccc(OC)cc4)c2C#N)CCCC3)c(C#N)c1C	1.1	-16	-3	-0.6	-0.3	-11	3	-1	24
Cn1ccc(NC(=O)Nc2ccc(Cl)cc2)n1	1.0	13	-10	0.4	2.8	-17	-3	nt	-23
C/C(=N\NC(=O)CC1N=C(Cc2ccccc2)NNC1=O)c1ccc(C)cc1 (stereo not given)	0.3	-10	5	0.6	-1.3	20	14	-2	59
O=C(O)c1cccc(NC(=S)N/N=C/c2ccccn2)c1	1.7	-8	-7	1.1	0.1	16	-25	1	40
O=C(NC1CC2CCCC(C1)N2Cc1ccco1)NC12CC3CC(CC(C3)C1)C2 (stereo not given)	0.8	-17	4	2.6	-0.6	-20	-10	3	28
O=C(CN1CCN(c2ccccc2)CC1)Nc1cccc([N+](=O)[O-])c1	1.1	3	-6	0.1	0.9	-70	-9	-2	13
C/C(=N\Nc1ccc(S(=O)(=O)N2CCOCC2)cc1[N+](=O)[O-])C(C)C	0.1	0	11	0.9	-0.6	19	-11	0	-14
O=C(Nc1ccc(Br)cn1)c1cccc(-c2cc3ccccc3oc2=O)c1	0.1	-1	6	-0.6	0.8	7	-2	-1	11
O=C(NNC1=C(C(=O)C(F)(F)F)CCC1)c1cccnc1	-1.5	-7	-7	1.5	1.6	7	-16	3	-5
CN(CCO)S(=O)(=O)c1ccc2c(c1)C(=NNC(N)=O)c1cc(S(=O)(=O)N(C)CCO)ccc1-2	-0.4	6	9	2.0	2.5	7	9	nt	-1
O=C1c2ccccc2C(=O)N1CC(=O)N1c2ccccc2CCc2ccccc21	-0.6	1	-10	0.4	-0.2	11	26	0	13
COc1ccc(OC)c(/C=N/NC(=O)c2cc(-c3ccc(C)o3)nc3ccccc23)c1	0.4	-14	-8	-0.7	0.5	-4	-9	0	23
C/C(=N\NC(=O)c1cccnc1)c1ccc(C)c([N+](=O)[O-])c1	-0.1	4	-1	-1.1	-0.8	-22	14	1	8
COc1cc(/C=N/NC(=O)c2cccnc2)ccc1OCC(=O)Nc1c(C)cc(C)cc1C	0.4	-19	-4	0.4	0.7	-46	19	-4	-7
O=c1oc(-c2cc3ccccc3o2)nc2sc3c(c12)CCCC3	0.2	-5	3	1.8	1.1	12	-32	-5	-10
Cc1ccc(NC(=S)N2CCN(C(=O)c3ccccc3)CC2)c(C)c1	0.5	-18	3	1.6	0.8	1	-18	-2	11
Cn1cc(CNC(=O)C2c3ccccc3Oc3ccccc32)cn1	-1.1	2	14	0.2	-1.8	16	1	0	16
O=C(COc1ccc(Cl)cc1)NCc1nnc(SCC(=O)NCC2CCCO2)o1 (stereo not given)	1.4	3	-4	0.9	-0.1	20	-3	0	-2
CCOC(=O)Cn1nnnc1C(CC)N(Cc1cc2ccc(C)cc2[nH]c1=O)C1CCCC1 (stereo not given)	-0.1	3	-5	-2.4	-0.7	7	-2	0	34
Cc1ccc(OCc2ccc(C(=O)Nc3nc4ccccc4n3C)o2)c([N+](=O)[O-])c1	0.1	-15	13	-0.9	-0.9	-61	-12	2	21
COc1ccc(N2CCN(C(=S)Nc3ccc(C)cc3)CC2)cc1	0.7	-14	11	0.5	0.3	-87	2	-1	28
CCOCCCn1cnc2c([nH]c3cc(OC)ccc32)c1=O	-0.1	-13	4	2.6	0.0	8	4	1	-8
COC(=O)c1cccc(NC(=O)CSc2nc(=O)cc(N)n2-c2ccccc2)c1	0.4	-6	-2	-0.3	-0.4	15	-14	1	-14
Cc1nn(CC(=O)OCC(=O)NC(C)c2ccccc2)c(C)c1[N+](=O)[O-] (stereo not given)	0.2	7	92*	0.6	0.4	26	18	5	10
CCOC(=O)c1cccc(S(=O)(=O)N2CCOCC2)c1	0.1	13	-7	-0.1	-1.2	-9	1	2	5
COc1cc2c(cc1OC)CN(C(C)C(=O)Nc1ccc(NC(C)=O)cc1)CC2 (stereo not given)	0.0	-4	6	0.5	0.7	-22	16	2	-3
COc1ccc2cc3c(N)nn(C(=O)Cc4ccccc4OC)c3nc2c1	-1.1	-8	-23	0.1	-0.1	0	-28	-2	81*
C/C(=N/NC(=O)c1ccc2c(c1)OCO2)c1cccc(NC(=O)C(C)(C)C)c1	0.6	5	-30	-2.6	0.3	-19	-32	1	31
O=[N+]([O-])c1ccc(Nc2ccc3ccccc3c2)nc1	1.2	8	13	-2.3	0.0	-54&-56	35	-1	45
CCN(CC)S(=O)(=O)c1cccc(-c2n[nH]c(=S)n2C)c1	0.1	3	-13	-1.9	0.6	31	-8	0	-12
COc1n[nH]c2nncnc12	0.2	-2	-6	-3.4	0.9	30&29	-10	-9	11
COc1ccc(COc2ccsc2C(=O)Nc2ccc(Cl)c(Cl)c2)cc1	0.3	-11	-1	-0.8	0.3	37	-21	8	32
Cc1ccc(Nc2nc(CSc3nnc(-c4ccncc4)n3C)cs2)cc1	-0.4	-10	-10	2.0	-0.2	-9	-11	-5	2
